# Screening data from PubChem.
# C1s inh: complement C1s protease inhibitors, primary screen, biochemical, 10-compound mixtures; Complement C1s subcomponent (Homo sapiens), P09871; AID 538, 2006; mean inhibition % of two 10-compound mixtures (stronger effect = higher value), % at 5 µM (by protocol); actives 0.16% (n = 62,000); purified C1s, fluorogenic AMC substrate, pooled mixtures;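 active = inhibition above 20% in each of the two 10-compound mixture wells holding the compound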;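 note: 0% = enzyme wells lacking compound mixture and 100% = no-enzyme blank wells; some compounds called inactive have numbers as strong as hits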
# FXIIa mix inh: human factor XIIa inhibitors, primary screen, biochemical, pooled compound mixtures, fluorogenic substrate; purified FXIIa; inhibition, % at 5 µM; actives 0.2% (n = 62,000);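 note: 0% = enzyme without compound and 100% = no enzyme blank; some results filed as inactive read as strong as hits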
# CatL inh: inhibitors of human cathepsin L, biochemical | Procathepsin L (Homo sapiens), P07711 | purified cathepsin L, fluorogenic substrate, fluorescence | inhibition, %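 (tested at 10 µM)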 | actives 0.17% (n = 58,000) | AID 460, 2006; in the data active = inhibition above about 45%;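 note: 0% = enzyme with no compound and 100% = no enzyme blank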
# Target sequence (P07711 114-288 limits assumed): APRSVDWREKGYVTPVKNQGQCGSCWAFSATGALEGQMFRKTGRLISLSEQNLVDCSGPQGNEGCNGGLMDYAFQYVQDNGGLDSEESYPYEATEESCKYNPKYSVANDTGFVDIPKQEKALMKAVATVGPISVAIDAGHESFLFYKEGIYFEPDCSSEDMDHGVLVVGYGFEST
# Target sequence (P07711 292-333 limits assumed): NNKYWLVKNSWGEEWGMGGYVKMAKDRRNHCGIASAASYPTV
# Hsp90 block: tumor Hsp90 inhibitors, primary screen, cell lysate, fluorescence polarization, NCI-N417 lysate | Heat shock protein HSP 90-alpha (Homo sapiens), P07900 | Cy3B-geldanamycin FP displacement | inhibition, % at 30 µM | actives 0.35% (n = 64,000);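 active = inhibition above 50%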;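 note: 0% = tracer plus lysate wells and 100% = tracer alone without lysate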
# Cathepsin G inh: human cathepsin G inhibitors, primary screen, biochemical, pooled compound mixtures, AMC fluorescence; P08311; purified enzyme, AMC-tetrapeptide fluorescence; inhibition, % at 5 µM (by protocol); actives 0.2% (n = 62,000); AID 581, 2007;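 active = inhibition above 20% in each of the two mixture wells holding the compound; inactive = inhibition of 20% or less in either well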;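 note: 0% = enzyme control without mixture and 100% = blank lacking enzyme; strong numbers were not always called active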
# Target sequence (P08311 21-244 limits assumed): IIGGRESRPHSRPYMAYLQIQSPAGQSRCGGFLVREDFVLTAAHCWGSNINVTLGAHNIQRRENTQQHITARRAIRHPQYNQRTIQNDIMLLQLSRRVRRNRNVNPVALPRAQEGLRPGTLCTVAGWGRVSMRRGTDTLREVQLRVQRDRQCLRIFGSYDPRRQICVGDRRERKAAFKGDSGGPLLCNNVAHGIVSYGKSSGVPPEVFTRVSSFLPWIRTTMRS
# FXIa inh mix: FXIa protease inhibitors in compound pools, primary screen, biochemical, 10-compound mixtures; purified FXIa, fluorogenic substrate, pooled mixtures; inhibition, % at 5 µM; actives 0.19% (n = 62,000);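 note: each value is inhibition by a whole ten-compound pool holding the compound; 0% = enzyme with no mixture and 100% = wells lacking enzyme; strong numbers were not always called active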
# DUSP1 inh: MKP-1 phosphatase inhibitors, primary screen, biochemical, in vitro; Dual specificity protein phosphatase 1 (Homo sapiens), P28562; recombinant MKP-1, OMFP hydrolysis fluorescence; inhibition, %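 (compounds tested at a single concentration somewhere between 10 and 100 µM)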; actives 0.15% (n = 65,000); AID 374, 2006;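 active = inhibition above about 50%, limit read from the data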;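 note: 0% = DMSO max control wells and 100% = wells with enzyme stopped by NaOH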
# Cdc25B block: inhibitors of Cdc25B phosphatase catalytic domain, primary screen, biochemical, OMFP fluorescence. AID 368, 2006. inhibition, %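 (compounds tested at 10 µM final in the well)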. actives 0.1% (n = 65,000). M-phase inducer phosphatase 2 (Homo sapiens), P30305. recombinant Cdc25B, OMFP fluorescence Ex485/Em525; in the data active = inhibition above about 50%
# Target sequence (P30305 whole entry, looked up, the tested form may be a part): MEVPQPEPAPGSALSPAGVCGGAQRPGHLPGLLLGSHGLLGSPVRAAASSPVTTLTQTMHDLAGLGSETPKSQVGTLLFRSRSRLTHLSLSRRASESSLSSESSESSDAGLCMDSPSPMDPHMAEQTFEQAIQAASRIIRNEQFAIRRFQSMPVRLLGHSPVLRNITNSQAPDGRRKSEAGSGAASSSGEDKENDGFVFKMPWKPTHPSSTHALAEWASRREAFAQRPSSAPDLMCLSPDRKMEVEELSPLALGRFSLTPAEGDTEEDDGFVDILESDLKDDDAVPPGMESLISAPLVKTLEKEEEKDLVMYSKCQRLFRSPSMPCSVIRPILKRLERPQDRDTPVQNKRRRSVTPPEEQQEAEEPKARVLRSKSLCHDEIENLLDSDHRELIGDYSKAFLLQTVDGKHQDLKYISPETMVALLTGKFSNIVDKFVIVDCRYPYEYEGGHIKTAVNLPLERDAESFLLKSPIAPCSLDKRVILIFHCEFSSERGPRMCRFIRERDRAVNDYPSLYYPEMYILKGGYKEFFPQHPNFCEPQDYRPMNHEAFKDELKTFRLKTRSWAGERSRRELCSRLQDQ
# 5HT1a ag: human 5-HT1a receptor agonists, primary screen, cell-based, CHO, Ga15 NFAT-bla reporter; 5-hydroxytryptamine receptor 1A (Homo sapiens), P08908; CHO 5-HT1a Ga15 NFAT-bla reporter, FRET ratio; 0% basal, 100% maximal reference agonist; activation, % at 10 µM; actives 0.56% (n = 65,000);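 active = activation above the screen-wide mean activation plus 3 SD, cut at about 19% in these data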;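 note: 0% = DMSO wells and 100% = 5-CT at EC100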
# Numbers without * were called inactive; . = no result given; & = joins results of further samples. Cut-off read from the data, not from the text of the source, unless noted: active = inhibition above about 20% (passing the limit was not always enough); inactive = the rest. Compounds as they come; 1.6% or so of the library scored in one or more.
# Order of values – C1s inh	FXIIa mix inh	CatL inh	Hsp90 block	Cathepsin G inh	FXIa inh mix	DUSP1 inh	Cdc25B block	5HT1a ag
1: O=C1CCc2cc(S(=O)(=O)N3CCN(Cc4ccc5c(c4)OCO5)CC3)ccc2N1
  -0.6	-6.3	4.7	-4.0	-0.1	5.1	9.5	-7.2	0.6
2: CC(C)CCN1CCNC(=O)C1CC(=O)Nc1ccc(F)cc1 (configuration not stated)
  -18.7	1.7	-1.1	-4.7	3.4	-10.5	-5.5	1.9	0.9
3: CN(Cc1ccccc1)C(=O)CNC(=O)Cn1cnc2ccccc2c1=O
  -9.7	4.4	7.5	-1.3	3.3	5.6	0.8	-3.9	-2.7
4: COc1ccc(N2CCN(CCNC(=O)CCN3C(=O)COc4ccccc43)CC2)cc1
  9.7	7.2	104.4*	-1.1	8.1	5.5	20.2	-9.7	-1.4
5: CCOC(=O)C1CCN(C(=O)c2ccc(Cl)c(Cl)c2)CC1
  -44.3	3.7	4.3	-1.9	-13.6	-4.9	4.3	-2.9	0.9
6: CC(=O)c1cc2c(=O)c3cc(C)ccc3oc2nc1C
  14.3	10.7	2.0	1.7	14.3	5.6	-7.6	1.5	1.7
7: COc1ccc(OC)c(S(N)(=O)=O)c1
  12.0	7.7	-0.4	-2.6	10.4	12.5	0.5	-4.8	-0.2
8: Cc1nc2cc(NC(=O)Nc3ccc(N4CCOCC4)cc3)ccc2n1C
  9.1	2.8	12.5	7.7	7.8	7.3	23.1	-0.2	-2.3
9: CCOC(=O)C(Cc1ccccc1)NC(=O)CNC(C)=O (configuration not stated)
  3.6	27.7	-25.6	-0.2	-1.8	7.1	6.0	-11.3	-1.1
10: CCN(C(C)=O)c1nc(CSc2nnc(NC(C)C)s2)cs1
  -3.4	0.7	21.4	-2.4	8.9	5.1	23.1	0.3	-0.7
11: COc1cc(OC)cc(-c2cc(NC(C)=O)n[nH]2)c1
  -25.6	4.0	-5.8	-0.1	0.1	6.7	6.7	-6.1	-0.7
12: C=CCOC(=O)C1=C(C)N=C2SCCC(=O)N2C1c1cccs1 (configuration not stated)
  4.2	-2.0	-1.6	1.1	-1.4	8.7	19.3	1.3	-0.2
13: CC(=O)c1c(NCCc2ccccc2)cc(C)oc1=O
  3.5	-0.7	10.7	-1.7	-9.9	-9.2	-14.1	-2.9	1.3
14: CC1CN(C(=O)CSc2ncnc3sccc23)CC(C)O1 (configuration not stated)
  14.6	-6.4	1.6	-11.3	2.6	7.3	4.9	-2.2	-1.2
15: CCN(CC)CCCn1c(=S)[nH]c2ccc(Cl)cc2c1=O
  -27.9	-4.2	2.4	-6.2	-6.9	-4.5	-1.9	-17.9	-0.9
16: Nc1ccc2oc3ncccc3c(=O)c2c1
  .	.	-0.6	-3.2	.	.	-19.5	-10.0	-0.1
17: COc1ccccc1NC(=O)C(C)NS(=O)(=O)c1ccc(F)cc1 (configuration not stated)
  3.0	2.9	30.9	-7.4	2.0	8.3	-5.5	-7.8	-3.3
18: CCn1c(CNc2nc(-c3ccccc3)cs2)nnc1SCC(=O)NCc1ccco1
  -7.2	0.2	28.1	-2.8	1.2	5.0	18.5	-14.4	-0.5
19: O=C1CCc2nc3ccccc3c(=O)n2N1
  .	.	1.0	-8.5	.	.	-2.0	-14.7	0.8
20: O=C(COC(=O)C1CC(=O)N(Cc2ccccc2)C1)Nc1ccc2c(c1)OCO2 (configuration not stated)
  -0.9	-0.1	-1.6	1.2	4.8	0.2	-8.9	0.5	-2.6
21: O=C(Nc1ccc(CN2CCOCC2)cc1)c1cc2ccccc2oc1=O
  -8.7	-0.6	1.4	0.7	3.8	5.4	7.5	2.2	1.1
22: CNC(=O)c1cc2c(=O)n3cccc(C)c3nc2n1C
  -17.4	-1.2	-31.5	-5.9	7.8	-2.7	7.5	0.3	-3.3
23: CCC1SC(N)=NC1=O (configuration not stated)
  .	.	1.1	1.1	.	.	-14.1	-24.1	0.3
24: O=S(=O)(Nc1ccc(S(=O)(=O)N2CCCCC2)cc1)c1cccs1
  -98.3	11.4	7.2	-3.1	-3.8	-20.0	1.2	-3.0	0.6
25: Cn1c(=O)cc(SCC(=O)N2CCN(C(=O)c3ccco3)CC2)c2ccccc21
  -22.7	-20.2	1.7	-0.1	-3.7	-0.8	1.5	-2.3	-3.0
26: O=C(CC1Sc2ncnn2C1=O)Nc1ccc(Br)cc1 (configuration not stated)
  -5.6	-17.2	3.6	-3.1	-3.4	6.0	8.3	-11.5	0.0
27: Cc1cc(OCC(=O)N2CCOCC2)c(C(C)C)cc1Cl
  -11.7	10.1	6.8	-3.8	-6.0	1.1	4.4	-0.4	12.2
28: CCCCN(CC)CCCNC(=O)CC1Nc2ccccc2NC1=O (configuration not stated)
  15.8	-5.0	5.4	-2.3	11.2	3.2	-9.1	8.9	-2.8
29: S=C(c1cccs1)N1CCCC1
  -13.0	1.8	5.7	-1.3	-15.3	-2.1	0.7	-20.4	-4.8
30: COc1ccccc1OCC(=O)NCc1ccco1
  -235.4	-1.2	.	-2.7	-18.2	-31.0	-8.2	1.8	-1.6

# Next part (two carried over from the part before).
# Order of values – C1s inh	FXIIa mix inh	CatL inh	Hsp90 block	Cathepsin G inh	FXIa inh mix	DUSP1 inh	Cdc25B block	5HT1a ag
29: S=C(c1cccs1)N1CCCC1
  -13.0	1.8	5.7	-1.3	-15.3	-2.1	0.7	-20.4	-4.8
30: COc1ccccc1OCC(=O)NCc1ccco1
  -235.4	-1.2	.	-2.7	-18.2	-31.0	-8.2	1.8	-1.6
31: O=C1CC(c2ccc(F)cc2)Cc2nc(N3CCc4ccccc43)ncc21 (configuration not stated)
  -46.3	0.8	-20.1	-6.1	-7.7	-5.5	-8.3	-8.4	-3.2
32: CCCCCN(C(=O)NC(=O)NC(C)CC)S(C)(=O)=O (configuration not stated)
  12.6	-14.7	-0.7	-1.0	10.1	8.5	-6.7	1.7	-2.3
33: Cc1cc2c(c(=O)n1CCCn1ccnc1)C(c1ccco1)C(C#N)=C(N)O2 (configuration not stated)
  8.4	-3.7	-3.5	-4.7	1.5	3.7	-9.9	3.7	-4.3
34: Cc1cccc(N(C)S(=O)(=O)c2cccc3nsnc23)c1
  16.0	-5.8	-2.7	.	8.6	8.9	11.2	-16.5	-0.7
35: COCCN1CN(S(=O)(=O)c2ccccc2)c2nc3ccccc3nc21
  7.3	5.2	2.5	0.6	9.8	10.3	-1.3	5.0	-1.3
36: COc1ccc(OC)c(C2C(C#N)=C(N)Oc3c2c(C)nn3-c2cccc(Cl)c2)c1 (configuration not stated)
  1.3	5.1	22.2	-0.8	-3.0	1.2	-6.5	5.3	-2.1
37: O=C(COc1ccc(S(=O)(=O)N2CCCCC2)cc1)NCc1ccncc1
  4.3	-0.1	-1.4	4.3	2.1	1.7	-1.8	3.4	-2.0
38: Cc1ccc(-c2nc3cc(C)ccc3o2)cc1
  4.0	8.5	0.0	-1.7	8.3	5.7	10.8	-1.6	0.1
39: O=C1OCCC1S(=O)(=O)c1ccc2ccccc2c1 (configuration not stated)
  -30.0	-8.2	3.9	4.7	-5.5	1.9	7.2	8.5	-1.2
40: O=C(CN1C(=O)C2(OCCO2)c2ccccc21)c1ccc(Cl)cc1
  -52.7	2.9	9.9	.	0.5	-7.9	-3.0	-4.6	.
41: O=C(NCC1CCCO1)c1cc(-c2ccccc2)on1 (configuration not stated)
  13.2	1.2	21.5	-1.5	16.6	6.8	-14.9	-1.3	-2.2
42: CCc1ccccc1NC(=O)CSc1nnc([C@@H](N)Cc2ccccc2)o1
  14.5	0.9	.	.	9.3	4.4	8.5	0.3	-1.4
43: OC(COc1ccc(Cl)cc1)CN1C2=NCCCN2c2ccccc21 (configuration not stated)
  -12.2	6.5	8.6	-2.8	-11.3	-0.1	0.1	1.6	0.8
44: O=C(NC1CCCC1)C1CC1c1ccccc1 (configuration not stated)
  1.6	5.2	1.4	2.7	-2.0	0.6	1.5	-11.2	-2.1
45: COc1ccc(C(O)C(CN2CCOCC2)c2ccccc2)cc1 (configuration not stated)
  -29.0	3.4	6.5	-3.2	10.2	5.2	-10.2	9.6	-1.4
46: O=C(Cc1coc(-c2ccc(F)cc2)n1)N1CCOCC1
  -17.3	-14.0	0.7	-1.2	-3.7	-3.6	-0.4	-4.4	-0.2
47: Cc1csc(NC(=O)CSc2nc(C)cs2)n1
  5.2	8.5	4.2	-4.3	8.2	4.7	31.5	-10.3	-1.8
48: Cc1cnc(-c2nnc(N(C)C(=O)c3cnccn3)s2)cn1
  15.5	-15.2	5.8	-6.0	11.5	2.9	28.6	-5.7	-3.1
49: O=C1Nc2ccccc2C(O)(C(=O)NCc2ccco2)N1c1ccccc1 (configuration not stated)
  12.1	4.7	15.0	.	8.8	9.6	16.1	-6.9	-1.6
50: CCCSc1nc(N2CCOCC2)c2c(c1C#N)CCCC2
  .	.	10.8	-1.3	.	.	-23.3	-0.7	0.3
51: CCOc1ccc(C(=O)N2CCN(Cc3ccccc3)CC2)cc1
  0.3	4.6	.	-2.1	-2.5	2.2	0.2	-3.5	-2.0
52: CCOC(=O)C1CCCN(C(=O)c2cc3c(=O)n(C)c4ccccc4c3n2C)C1 (configuration not stated)
  -156.4	1.9	-0.8	-6.7	-13.2	-13.0	21.8	-11.6	2.2
53: O=C(Cn1nnc2ccccc21)NCc1ccccc1
  5.1	5.8	9.4	0.7	8.7	2.6	21.8	-6.8	-5.0
54: COC(=O)c1ccc(OC(=O)c2ccc(OC)c(OC)c2)c(OC)c1
  .	.	17.3	-2.7	.	.	-18.3	5.2	2.1
55: CC(=O)c1c(C)[nH]c(C(=O)Nc2cc(C)ccc2C)c1C
  4.0	5.6	.	-1.9	7.8	2.0	8.6	-9.6	-0.8
56: Cc1c(OCC(F)(F)F)ccnc1CS(=O)c1nc2ccccc2[nH]1 (configuration not stated)
  -5.7	-1.6	-4.6	-4.8&-1.8	-12.0	-1.7	-0.5	-23.8	-1.6
57: c1ccc2oc(CCc3nc4ccccc4o3)nc2c1
  0.2	-6.9	-1.4	0.4	-2.9	1.6	-30.0	-1.7	-1.2
58: O=C(Nc1ccc2c(c1)OCO2)C1CCN(C(=O)CSc2ncnc3ccccc23)CC1
  -3.3	0.5	5.9	.	-3.1	9.4	31.0	-2.4	2.8
59: CCn1c(COc2ccccc2)nnc1SCC(=O)NC1CCCCC1
  8.4	4.2	-5.2	-1.0	11.8	3.5	-23.0	-2.7	-5.7
60: CC(=O)NCCOC(=O)Nc1ccncc1
  -22.5	3.4	0.7	.	-12.2	-4.2	8.8	-13.1	.
61: COC(=O)Cn1cnc2c(C#N)c3n(c2c1=O)CCCCC3
  -7.7	-2.4	23.5	-6.1	-4.0	-3.9	-7.1	-4.0	-3.0
62: COc1cc(-c2nc(Cc3ccccc3Cl)no2)cc(OC)c1OC
  46.7	-21.6	-10.3	-1.1	10.8	2.5	11.1	-20.3	0.3
63: Fc1ccccc1OCCCN1CCOCC1
  -81.6	-2.4	-1.2	-2.2	-12.2	-12.9	0.6	2.5	-4.9
64: COCCSc1ccccc1C(=O)Nc1nnc(COC)s1
  11.8	0.2	11.5	-3.1	10.0	6.6	-36.6	-5.2	-1.7
65: O=C(Nc1ccc(S(=O)(=O)N2CCN(Cc3ccccc3)CC2)cc1)c1cnccn1
  15.4	13.5	-7.4	-2.5	12.3	5.4	-22.4	3.9	-0.5
